Screening results deposited in PubChem by The Scripps Research Institute Molecular Screening Center.
ZTA counter: counter-screen for EBNA-1 inhibitors: inhibitors of Epstein-Barr virus ZTA | inhibition, % at 11 µM | ZTA-DNA binding, fluorescence polarization | P03206 | AID 2234 | 320,000 compounds, 0.15% hits; in the data active = inhibition above about 33%
Target sequence (P03206 whole entry, looked up): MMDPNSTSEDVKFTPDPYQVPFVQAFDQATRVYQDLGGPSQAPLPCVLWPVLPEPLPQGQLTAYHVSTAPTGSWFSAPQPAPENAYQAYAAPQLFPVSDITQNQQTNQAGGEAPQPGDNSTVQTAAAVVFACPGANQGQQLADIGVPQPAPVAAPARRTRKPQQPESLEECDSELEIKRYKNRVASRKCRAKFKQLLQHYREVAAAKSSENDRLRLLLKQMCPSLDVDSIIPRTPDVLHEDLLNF
LYPLA1 counter: blocks human lysophospholipase 1, a PME1 counter-screen | recombinant LYPLA1, FP-Rh probe fluorescence polarization | O75608 | inhibition, % at 5.9 µM | AID 2174 | 320,000 compounds, 0.16% hits;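 active = inhibition above the mean of all tested compounds plus 3 SD, set per campaign, cut at about 14% in these data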;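 note: inhibitors block serine hydrolase probe labeling of LYPLA1 so polarization falls; 0% = enzyme with DMSO and 100% = wells lacking LYPLA1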
Target sequence (O75608 whole entry, looked up): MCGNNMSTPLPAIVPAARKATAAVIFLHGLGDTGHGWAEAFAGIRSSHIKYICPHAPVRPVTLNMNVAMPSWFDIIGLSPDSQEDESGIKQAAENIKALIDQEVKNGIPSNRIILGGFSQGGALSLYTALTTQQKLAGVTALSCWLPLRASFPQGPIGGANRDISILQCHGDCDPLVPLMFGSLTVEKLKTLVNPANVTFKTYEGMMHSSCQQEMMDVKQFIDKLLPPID
EBNA-1 inh: blocks EBNA-1 binding to DNA. 300,000 compounds, 0.34% hits. inhibition, % at 14.8 µM. EBNA-1 DNA binding, fluorescence polarization; in the data active = inhibition above about 28%
LYPLA2 inh: LYPLA2 (human) inhibition in PME1 counter-screen; O95372; recombinant LYPLA2, FP-Rh probe fluorescence polarization; inhibition, % at 5.9 µM; 320,000 compounds, 0.38% hits; AID 2177;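 active = inhibition above the screen-wide mean plus 3 SD, limit set per campaign, cut at about 26% in these data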;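 note: 0% = LYPLA2 with DMSO and 100% = wells lacking LYPLA2 enzyme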
Target sequence (O95372 whole entry, looked up): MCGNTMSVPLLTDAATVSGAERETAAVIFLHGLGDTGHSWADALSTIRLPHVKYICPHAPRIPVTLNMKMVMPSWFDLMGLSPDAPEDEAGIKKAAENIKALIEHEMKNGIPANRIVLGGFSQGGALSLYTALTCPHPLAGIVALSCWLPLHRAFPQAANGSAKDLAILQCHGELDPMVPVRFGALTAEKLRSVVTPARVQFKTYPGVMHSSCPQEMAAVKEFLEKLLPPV
pPAFAH FP inh: pPAFAH (human) enzyme inhibition; Q13093; recombinant pPAFAH, FP-rhodamine probe fluorescence polarization; inhibition, % at 3.39 µM; 330,000 compounds, 1.5% hits; AID 463082;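 active = inhibition above the mean inhibition across the screen plus 3 SD, cut at about 25% in these data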;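 note: inhibitors block binding of the rhodamine activity-based probe so polarization drops; 0% = enzyme with DMSO and 100% = wells lacking pPAFAH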
PAFAH1B3 FP inh: inhibitors of human PAFAH1B3; inhibition, % at 3.39 µM; recombinant PAFAH1B3, FP-rhodamine probe, fluorescence polarization; 340,000 compounds, 0.28% hits; Q15102; AID 492972;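 active = inhibition above the screen-wide average of all tested compounds plus 3 SD, cut at about 25% in these data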;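 note: 0% = enzyme with DMSO only and 100% = wells lacking PAFAH1B3 protein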
PAFAH2 inh: PAFAH2 (human) inhibition. Q99487. recombinant PAFAH2, FP-rhodamine activity probe, fluorescence polarization. inhibition, % at 3.39 µM. 340,000 compounds, 0.99% hits;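 active = inhibition above the mean over all tested compounds plus 3 SD, cut at about 30% in these data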;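 note: inhibitors block probe labeling of enzyme so polarization drops; 0% = enzyme with DMSO and 100% = wells lacking PAFAH2 protein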
PREPL inhibitor: human PREPL enzyme inhibition | Q4J6C6 | recombinant PREPL, fluorescence polarization activity-based probe | inhibition, % at 5.96 µM | 320,000 compounds, 0.68% hits; in the data active = inhibition above about 43%;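 note: 0% = enzyme with DMSO and 100% = wells lacking enzyme; many of its hits are not listed in these tables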
PAFAH1B2 inh: blocks human PAF acetylhydrolase 1b catalytic subunit 2; P68402; recombinant PAFAH1B2, FP-rhodamine activity probe, fluorescence polarization; inhibition, % at 3.39 µM; 340,000 compounds, 1.2% hits;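 active = inhibition above the mean of all tested compounds plus 3 SD, cut at about 24% in these data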;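 note: 0% = enzyme with DMSO and 100% = wells lacking PAFAH1B2; many of its hits are not listed in these tables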
Target sequence (P68402 whole entry, looked up): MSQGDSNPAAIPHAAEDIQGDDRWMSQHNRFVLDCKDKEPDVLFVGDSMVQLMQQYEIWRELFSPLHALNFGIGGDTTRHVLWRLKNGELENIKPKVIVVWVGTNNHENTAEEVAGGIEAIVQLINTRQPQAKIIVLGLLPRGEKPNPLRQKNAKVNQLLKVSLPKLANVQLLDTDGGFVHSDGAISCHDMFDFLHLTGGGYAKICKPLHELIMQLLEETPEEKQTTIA
An asterisk follows results filed as active; nt = no result given.

Preview (3 entries):
SMILES	ZTA counter	LYPLA1 counter	EBNA-1 inh	LYPLA2 inh	pPAFAH FP inh	PAFAH1B3 FP inh	PAFAH2 inh	PREPL inhibitor	PAFAH1B2 inh
CCN1C(=O)[C@H]2[C@H]3CN=C(SCC(=O)c4ccccc4)N3[C@@](C)(C(=O)OC)[C@H]2C1=O	nt	nt	nt	nt	-2	9	3	nt	-1
CCOc1ccccc1N(C(=O)CNC(=O)c1ccco1)C(C(=O)NC1CCCC1)c1ccncc1 (configuration not stated)	-10	-2	-18	-5	4	4	-6	0	4
COc1ccc(CC(=O)NCC(=O)N/N=C/c2sccc2C)cc1	-11	-4	-4	-1	2	3	4	-2	-3

The list itself, repeating the preview:
SMILES	ZTA counter	LYPLA1 counter	EBNA-1 inh	LYPLA2 inh	pPAFAH FP inh	PAFAH1B3 FP inh	PAFAH2 inh	PREPL inhibitor	PAFAH1B2 inh
CCN1C(=O)[C@H]2[C@H]3CN=C(SCC(=O)c4ccccc4)N3[C@@](C)(C(=O)OC)[C@H]2C1=O	nt	nt	nt	nt	-2	9	3	nt	-1
CCOc1ccccc1N(C(=O)CNC(=O)c1ccco1)C(C(=O)NC1CCCC1)c1ccncc1 (configuration not stated)	-10	-2	-18	-5	4	4	-6	0	4
COc1ccc(CC(=O)NCC(=O)N/N=C/c2sccc2C)cc1	-11	-4	-4	-1	2	3	4	-2	-3
CC1(C)CC(=O)C(N=Nc2ccc(Br)cc2)=C(O)C1	-5	-4	1	-5	2	nt	nt	9	nt
COCCNS(=O)(=O)c1cc(C)c(C)cc1C	-2	5	-7	1	0	15	-2	4	-3
Cc1cc2oc(=O)cc(CN3CCOCC3)c2cc1Cl	1	0	5	2	3	2	1	-4	2
COc1ccc(NC(=O)CCC(=O)Nc2nnc(CC(C)C)s2)cc1Cl	14	3	7	5	5	3	-1	3	-1
Cc1ccc(NC(=O)CCN2C(=O)c3cccc([N+](=O)[O-])c3C2=O)c(Br)c1	0	5	-14	8	3	11	2	2	1
COc1cc2cc(C(=O)N(C)C3CCS(=O)(=O)C3)[nH]c2cc1OC (configuration not stated)	-25	0	-3	4	-1	9	2	14	-1
COc1ccccc1CNC(=O)COC(=O)c1ccc(C(=O)c2ccccc2)cc1	nt	nt	nt	nt	24	-8	-6	3	47*
Cc1nn(Cc2ccc(F)cc2)c(C)c1NC(=O)c1cc2ncc(Br)cn2n1	0	5	1	10	0	4	12	2	1
O=C(CC1SC(=O)N(Cc2cccc3ccccc23)C1=O)Nc1nccs1 (configuration not stated)	-34	-2	-4	-5	4	-5	-4	-11	2
COc1cccc(-c2ccc3nnc(SCC(=O)N4CCOCC4)n3n2)c1	-1	3	5	4	1	3	4	1	3
CCC(C)N(C(=O)COC(=O)c1ccc(=O)n(Cc2ccccc2)n1)C1CCS(=O)(=O)C1 (configuration not stated)	3	0	-5	-2	1	9	5	8	-1
CC(C)(C)c1ccc(S(=O)(=O)NCc2ccc(C(=O)N3CCOCC3)cc2)cc1	7	-1	7	5	2	2	-5	15	0
CN(C)S(=O)(=O)c1ccc(N2CCCC2)c(C(=O)NCC2CCCCC2)c1	9	-2	2	-2	28*	5	0	5	3
O=C(N/N=C/c1ccc(Br)s1)c1ccccn1	-3	0	8	-2	-4	5	0	6	2
O=C1CCSc2ccc(Cl)cc2N1Cc1cccc(Cl)c1	1	-3	-4	-3	6	1	0	-48	2
CN1CCN(CCCNCc2cn(CCC#N)c3ccccc23)CC1	13	3	3	1	4	6	0	49*	6
CCOC(=O)c1cc(C(=O)OCC)c2cccc(C)n2c1=O	-7	-1	2	3	3	-5	5	-4	-3

Part of the list above, reduced to PAFAH1B2 inh:
Molecule,PAFAH1B2 inh
COc1cc2cc(C(=O)N(C)C3CCS(=O)(=O)C3)[nH]c2cc1OC (configuration not stated),-1
COc1ccccc1CNC(=O)COC(=O)c1ccc(C(=O)c2ccccc2)cc1,47*

New compounds follow:
SMILES	ZTA counter	LYPLA1 counter	EBNA-1 inh	LYPLA2 inh	pPAFAH FP inh	PAFAH1B3 FP inh	PAFAH2 inh	PREPL inhibitor	PAFAH1B2 inh
COC(=O)c1ccc(C(=O)OC)c(-n2c(=O)c3ccccc3c3ccccc3c2=O)c1	-7	-3	-1	3	-5	5	-20	21	-2
Cc1ccc(C(C)NC(=S)NCc2ccc(F)cc2)c(C)c1 (configuration not stated)	-5	-5	-7	-1	6	-2	-8	-4	15
COc1cccc(N2CCN(S(=O)(=O)c3cccc4nsnc34)CC2)c1	2	2	13	4	-6	1	-4	2	2
C#CCCOC(=O)Nc1ccccc1	15	1	9	-5	5	0	-3	4	1
CSCCC(NC(=O)c1ccco1)C(=O)Nc1ccncc1 (configuration not stated)	-2	5	-2	6	-7	-3	2	-3	6
CC(C)[C@H](NC(=O)c1ccccc1)C(=O)OCC(=O)N1CCCCCC1	-9	0	3	-7	5	-1	9	8	0
COc1ccc(OC)c(C2=Nn3c(nnc3-c3cc(C)[nH]n3)SC2)c1	-8	4	7	-2	-11	4	-1	12	4
O=C(/C=C/c1ccc(Cl)cc1Cl)Nc1ccc(CN2CCOCC2)cc1	-13	-14	-5	-7	6	-12	-3	11	0
CCCC1=NN2C(=N)/C(=C\c3cc(C)n(-c4cccc(C)c4)c3C)C(=O)N=C2S1	12	-5	5	-4	1	7	8	4	-4
CC1CCN(C(=O)CCC(=O)Nc2nnc(C3CCCCC3)s2)CC1	10	-3	-12	0	-3	-1	0	8	5
O=c1cc(-c2ccccc2F)nc(-c2ccccc2F)o1	-10	1	2	0	-2	7	6	10	3
Oc1ccc(C=NCCc2ccccc2)cc1	12	-1	9	-5	2	-4	2	2	0
CCOC(=O)C1CCN(C(=S)Nc2cccc(C)c2)CC1	-4	-2	16	-5	-2	11	8	11	1
O=C(CSc1nnc(-c2ccccc2Cl)o1)Nc1ccccn1	3	1	11	1	3	9	7	-5	7
CCOC(=O)C1Oc2ccccc2C(c2ccc(OC)cc2)=C1C(=O)OC (configuration not stated)	nt	nt	nt	nt	4	11	-1	nt	3
CCOC(CNC(=O)c1cc2c(=O)n(CC)c3ccccc3c2s1)OCC	-2	-1	3	-3	6	10	-2	-11	6
O=C(COC(=O)c1ccc([N+](=O)[O-])cc1Cl)NC(=O)c1ccccc1	2	-2	1	4	3	5	-7	3	3
O=C(COC(=O)CN1C(=O)COc2ccccc21)NCc1ccc(F)cc1	-3	-1	14	6	3	7	4	1	4
CN=c1sc2ccccc2n1CC(O)COCc1ccco1 (configuration not stated)	8	-1	11	-3	0	1	-3	2	3
COC(=O)Cn1c(=NC(=O)c2cc(OC)c(OC)c(OC)c2)sc2cc(OC)ccc21	-1	-3	-2	2	-4	2	0	-12	-1

One compound at a time, as listed above:
COC(=O)c1ccc(C(=O)OC)c(-n2c(=O)c3ccccc3c3ccccc3c2=O)c1 across the screens: ZTA counter = -7; LYPLA1 counter = -3; EBNA-1 inh = -1; LYPLA2 inh = 3; pPAFAH FP inh = -5; PAFAH1B3 FP inh = 5; PAFAH2 inh = -20; PREPL inhibitor = 21; PAFAH1B2 inh = -2
COc1cccc(N2CCN(S(=O)(=O)c3cccc4nsnc34)CC2)c1 across the screens: ZTA counter = 2; LYPLA1 counter = 2; EBNA-1 inh = 13; LYPLA2 inh = 4; pPAFAH FP inh = -6; PAFAH1B3 FP inh = 1; PAFAH2 inh = -4; PREPL inhibitor = 2; PAFAH1B2 inh = 2
Oc1ccc(C=NCCc2ccccc2)cc1 across the screens: ZTA counter = 12; LYPLA1 counter = -1; EBNA-1 inh = 9; LYPLA2 inh = -5; pPAFAH FP inh = 2; PAFAH1B3 FP inh = -4; PAFAH2 inh = 2; PREPL inhibitor = 2; PAFAH1B2 inh = 0

Further results:
SMILES	ZTA counter	LYPLA1 counter	EBNA-1 inh	LYPLA2 inh	pPAFAH FP inh	PAFAH1B3 FP inh	PAFAH2 inh	PREPL inhibitor	PAFAH1B2 inh
CCC1CN(S(=O)(=O)c2cc(-c3cc(C)no3)ccc2OC)c2cc(C)ccc2O1 (configuration not stated)	-6	-3	-6	-8	6	2	-6	-1	-4
Cc1nnc(SCC(=O)NCCc2ccccc2)s1	-10	-5	7	2	7	-2	2	2	-2
O=C(CSCc1ccc(Cl)c(Cl)c1)Nc1c[nH]c(=O)[nH]c1=O	10	1	4	2	4	3	16	-3	5
CCN(CC)CCCNC(=O)Cc1c(C(=O)O)n(C)c2ccccc12	5	0	-6	-1	-11	3	0	-7	1
COc1ccc2ccccc2c1CN1CCN(C(=O)c2ccco2)CC1	4	-2	-7	1	-1	-6	-2	4	1
CCOc1cc(CNS(=O)(=O)c2cn(C)cn2)cc(OCC)c1OCC	-14	-3	-7	-8	3	11	-1	21	-2
COc1ccc(CCNC(=O)Cn2cnc3c2c(=O)n(C)c(=O)n3C)cc1OC	-5	0	3	1	5	0	-8	3	-2
O=C1CCc2cc(NS(=O)(=O)c3ccc(F)cc3)cc3c2N1CC3	4	2	0	0	6	-2	-8	1	1
CCOC(=O)c1c(C)nc2sc3c(=O)n(-c4ccc(OC)cc4)nnc3c2c1-c1ccc(OC)cc1	14	-6	-3	-2	4	-5	-2	-30	-2
COC(=O)CCn1[nH]c(=O)c2ccccc2c1=O	5	3	14	5	5	8	-3	-3	-7
CCCc1ccc(OCc2ccc(C(=O)N3CCN(c4ccccn4)CC3)o2)c(OC)c1	-13	2	6	4	17	-1	-6	-11	-1
COc1ccc(NC(=O)c2oc3ccc(S(=O)(=O)N4CCC5(CC4)OCCO5)cc3c2C)cc1	15	-11	9	-1	0	-3	2	10	-1
Cc1c(C(=O)NN)sc(=S)n1C	5	-5	-9	-9	-3	4	-2	11	1
O=C1N=C(N2CCCC2)S/C1=C\C=C\c1ccccc1	9	-1	3	-2	12	3	11	0	6
COc1cccc(CSc2nnc(C(F)(F)F)n2Cc2ccc(F)cc2)c1	-14	2	-2	3	-1	-9	11	2	8
CCCCn1c(C(C)NC(=O)CC)nc2ccccc21 (configuration not stated)	10	3	12	6	4	4	-3	5	5
O=C(c1cc(NC(=O)C23CC4CC(CC(C4)C2)C3)cc(NC(=O)C23CC4CC(CC(C4)C2)C3)c1)N1CCCCC1	-19	-2	-4	-2	2	nt	nt	1	nt
C=CCOc1cccc(CNn2cn[nH]c2=S)c1	-1	0	4	0	-5	0	0	4	0
COCCCNC(=S)N1CCN(c2ccc([N+](=O)[O-])cc2)CC1	6	6	2	13	3	-1	-2	-23	5
CCN1CC2CCCC3(C1)C(=O)NC1(CCCCC1)N=C23 (configuration not stated)	2	-5	-3	-5	0	1	7	0	5
C=CCN(C(=O)CNC(=O)c1ccco1)C(C(=O)NC1CCCCC1)c1ccc(F)cc1 (configuration not stated)	-7	1	-2	0	6	-3	8	13	6
CCCCCCCNc1nc(Cl)nc(NCCO)n1	-2	0	9	2	-2	3	-9	2	0

4 compounds already listed, arranged by SMILES length, smallest number first:
SMILES	ZTA counter	LYPLA1 counter	EBNA-1 inh	LYPLA2 inh	pPAFAH FP inh	PAFAH1B3 FP inh	PAFAH2 inh	PREPL inhibitor	PAFAH1B2 inh
CCCCn1c(C(C)NC(=O)CC)nc2ccccc21 (configuration not stated)	10	3	12	6	4	4	-3	5	5
CCN1CC2CCCC3(C1)C(=O)NC1(CCCCC1)N=C23 (configuration not stated)	2	-5	-3	-5	0	1	7	0	5
COc1ccc(CCNC(=O)Cn2cnc3c2c(=O)n(C)c(=O)n3C)cc1OC	-5	0	3	1	5	0	-8	3	-2
CCCc1ccc(OCc2ccc(C(=O)N3CCN(c4ccccn4)CC3)o2)c(OC)c1	-13	2	6	4	17	-1	-6	-11	-1

A portion of the library (hit frequency here may not be typical).
